Bioassay records as filed in PubChem BioAssay.
STK33 inh: blocks human STK33 kinase activity. Q9BYT3. purified STK33, MBP phosphorylation, ADP-Glo luminescence. inhibition, % at 10 µM. actives 0.073% (n = 320,000);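 active means inhibition at or above 25%, using the most active replicate where run in duplicate; inactive means inhibition below 25%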
Target sequence (Q9BYT3 whole entry, looked up): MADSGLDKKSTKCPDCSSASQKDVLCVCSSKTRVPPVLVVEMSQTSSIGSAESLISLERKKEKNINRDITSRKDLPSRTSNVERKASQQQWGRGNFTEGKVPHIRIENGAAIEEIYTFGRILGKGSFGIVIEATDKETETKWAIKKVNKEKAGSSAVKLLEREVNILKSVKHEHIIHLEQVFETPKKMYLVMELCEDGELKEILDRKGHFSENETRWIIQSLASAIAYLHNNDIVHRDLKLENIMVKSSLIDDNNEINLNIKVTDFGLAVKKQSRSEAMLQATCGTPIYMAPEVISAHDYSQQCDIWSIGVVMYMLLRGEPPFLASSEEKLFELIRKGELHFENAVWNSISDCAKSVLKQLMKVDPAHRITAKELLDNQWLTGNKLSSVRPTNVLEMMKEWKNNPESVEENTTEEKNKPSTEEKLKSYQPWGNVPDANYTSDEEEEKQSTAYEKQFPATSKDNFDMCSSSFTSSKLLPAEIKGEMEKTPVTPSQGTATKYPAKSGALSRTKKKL
OX1R antag-1: blocks the human orexin 1 receptor | CHO/OX1R cells, Fluo-8 calcium fluorescence, orexin A | inhibition, % at 5 µM | actives 0.43% (n = 330,000) | AID 434989;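 active means inhibition above its plate's threshold, mean inhibition of all tested compounds on the plate plus 3 SD, cut at about 37% in these data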;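 further: 0% = orexin A challenge wells and 100% = SB-334867-A antagonist wells; not every result past the cut was called active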
OX1R antag-2: OX1R (human) antagonism. actives 1.8% (n = 330,000). inhibition, % at 6.6 µM. OX1R-expressing cells, FRET antagonist read-out. O43613. AID 485270; in the data active means inhibition mostly above about 38%, no sharp cut-off; inactive means mostly below about 40%;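 further: 0% = agonist challenge alone and 100% = reference antagonist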
* hit, by the source's call; . = not tested or not shown.

Every second line gives: STK33 inh, OX1R antag-1, OX1R antag-2
1) N#CCCN1CCn2c1nc1ccccc12
    -1.0, -14, 9
2) CCCNC(=O)c1ccc2c(=O)c(O)c(-c3ccsc3)[nH]c2c1
    -0.1, -10, 15
3) COc1c(-c2ccc([N+](=O)[O-])cc2[N+](=O)[O-])c(=O)n(C)c(=O)n1C
    -0.4, -14, 51*
4) Cc1ccc(NS(=O)(=O)c2ccc3c(c2)oc(=O)n3C)cc1C
    -0.1, 0, 13
5) Cc1ccc(S(=O)(=O)Nc2cccc(C(=O)NCC(c3ccc(F)cc3)N3CCOCC3)c2)cc1 (configuration not stated)
    -0.2, 15, 36*
6) Cn1cccc1C(=O)OCC(=O)NCCCc1ccccc1
    -1.4, 1, 0
7) COc1ccc(Cl)cc1NC(=O)CNCC(c1ccccc1)N(C)C (configuration not stated)
    -1.4, -29, 25
8) N#CC1=C2SCN(c3ccccc3)CN2C(=O)CC1c1ccccc1Cl (configuration not stated)
    -0.2, -9, 5
9) CC(C)OC(=O)c1cc2ccccc2[nH]1
    0.4, -12, 18
10) Cc1ccc(S(=O)(=O)NCCC(=O)N(C)Cc2cccs2)cc1
    -1.1, -8, -4
11) O=C(Nc1ccccc1)Nc1cnccn1
    0.0, 6, 3
12) CCc1cc(C(c2cccc(OC)c2)N2CCOCC2)c(NC(=O)c2ccccc2)s1 (configuration not stated)
    0.0, -22, 16
13) Cc1nnc(NC(=O)CSc2nnc(Cc3cccn3C)n2-c2cccc(C(F)(F)F)c2)s1
    -1.2, -6, 13
14) COC(=O)c1ccc(NC(=O)CCc2c(C)nc3ncnn3c2C)cc1
    -1.5, -2, 5
15) Cc1cnn(CCC(=O)NNC(=S)Nc2cccc(Cl)c2)c1
    -1.6, -7, 3
16) Cc1ccc(-n2c(SCC(=O)O)nc3c(sc(=S)n3-c3ccc(C)c(C)c3)c2=O)cc1
    -1.6, -21, -9
17) CC(=O)c1cccc(Nc2cc(C)nc3ccccc23)c1
    0.0, -17, 23
18) O=C(COC(=O)c1cc[n+]([O-])cc1)Nc1ccccc1Cl
    -0.1, -14, 17
19) Cc1ccc(NC(=O)CSCCc2ccccn2)nc1
    0.9, -16, 7
20) Cc1ccccc1NC(=O)CN1C(=O)COc2ccc(S(=O)(=O)N3CCCC3)cc21
    0.0, -18, 9
21) COCCNc1nnc(SC(C)C(=O)Nc2c(C)n(C)n(-c3ccccc3)c2=O)s1 (configuration not stated)
    -0.9, -3, 1
22) N#Cc1ccccc1S(=O)(=O)N1CCN(C(=O)c2cc(=O)[nH]c3ccccc23)CC1
    1.5, -4, 1
23) O=C(OCC(=O)N1CCc2ccccc21)c1n[nH]c(=O)c2ccccc12
    0.1, -28, 20
24) CN1C(=O)/C(=C\c2ccncc2)SC1=Nc1ccccc1
    -2.0, -30, 24
25) Cc1ccc(-n2c(-c3ccccc3)n[nH]c2=S)cc1
    0.7, 4, 25
26) CCOc1cc(/C=N/OC(C)=O)ccc1OCc1ccccc1
    -1.5, -30, 4
27) CCC(=O)Nc1ccc2nc(C)n(Cc3ccccc3Cl)c(=O)c2c1
    -0.4, -12, 12
28) CC(NC(=O)CSc1nnc(CC(=O)Nc2ccc(Cl)c(Cl)c2)n1C)c1ccccc1 (configuration not stated)
    -0.2, -5, 4
29) CCNc1cc(N2CCN(S(=O)(=O)c3ccc4c(c3)CCCC4)CC2)ccc1[N+](=O)[O-]
    0.6, -18, 7
30) CCN(CCn1cccn1)C(=O)CC1C(=O)NCCN1Cc1ccc(F)c(F)c1 (configuration not stated)
    15, -17, 22
31) CCOc1cccc(=O)c2c(C)n(C)c(C)c12
    0.8, -7, 15
32) CCCn1c(=O)c2ccccc2n2c(SCC(=O)c3ccc(CC)cc3)nnc12
    0.1, -22, 17
33) COc1ccc(NC(=O)Nc2cc(C)ccc2OC)cc1
    0.2, -23, 32
34) Cc1cccc(C(=O)N2CCN(c3ccc([N+](=O)[O-])c(N4CCOCC4)c3)CC2)c1
    2.1, -61, 75*
35) CC(C)C(NC(=O)OCc1ccccc1)C(=O)NC(Cc1ccc(O)cc1)C(=O)O (configuration not stated)
    -1.5, -8, -1
36) C=CCNC(=O)/C(=C\C=C\c1ccccc1)NC(=O)c1ccc(OCCCC)cc1
    -1.6, -9, -5
37) CC(C)CNC(=O)CC(c1ccccc1)c1c(O)ccc2ccccc12 (configuration not stated)
    -2.3, -5, 10
38) Cc1ccc(S(=O)(=O)N(C)c2ccccc2)cc1
    -2.2, -6, 13
39) Clc1ccc(CSc2nnc(-c3ccccn3)n2Cc2ccco2)c(Cl)c1
    -0.8, -41, 18
40) Cc1cc(N2CCCC2)ccc1NC(=O)CN1C(=O)NC(C)(c2ccccc2)C1=O (configuration not stated)
    0.1, -15, 16
41) c1ccc2c3c(c(CN4CCCC4)cc2c1)COC3
    0.6, -13, 10
42) O=C(c1cccs1)N1CCN(c2nc3ccc([N+](=O)[O-])cc3s2)CC1
    ., 1, 8
43) CCc1ccc(CN(C)CC(=O)Nc2sccc2C#N)cc1
    -1.3, -21, 15
44) O=C(Nc1ccc(Cl)c(Cl)c1)Nc1ccccc1C(=O)O
    -1.5, -1, 9
45) COc1ccc(C(=O)Nc2ncc3c(n2)CC(c2ccco2)CC3=O)cc1 (configuration not stated)
    1.0, 1, 17
46) NC(=O)c1ccccc1NC(=O)/C=C/c1ccccc1
    3.4, -5, 15
47) COC(=O)c1ccc(CSc2nnc(Nc3ccccc3OC)s2)o1
    1.7, -14, 46
48) Cc1ccc(-n2ncc3c(=O)n(CC(N)=O)cnc32)cc1C
    -1.1, -6, 6
49) CCOC(=O)N1CCN(CC(O)COc2ccccc2C(C)CC)CC1 (configuration not stated)
    0.2, -19, 6
50) Nc1nnc(SCC(=O)Nc2ccc(N3CCOCC3)cc2)s1
    -1.7, -1, 15
51) CC(OC(=O)c1cc(S(=O)(=O)N2CCOCC2)ccc1F)C(=O)NC1CCCC1 (configuration not stated)
    0.4, -11, 2
52) Cc1ccsc1C(=O)OCC(=O)Nc1ccc(Cl)cn1
    1.8, -4, 14
53) COc1ccc(N(C)C(=S)Nc2ccc3nc(C)c(C)nc3c2)cc1
    1.0, -9, 31
54) S=c1[nH]nc(-c2cccs2)n1/N=C/c1cn(-c2ccccc2)nc1-c1ccc(Cl)cc1
    -2.1, -13, -3
55) CN(C)S(=O)(=O)c1ccc(C(=O)NC(=O)CSc2ccccc2)cc1
    0.8, -9, 16
56) CC(C)(C)c1ccc(CS(=O)CC(O)CO)cc1 (configuration not stated)
    -3.8, -1, 13

From no. 38 to 56, copied from above:
Every second line gives: STK33 inh, OX1R antag-1, OX1R antag-2
38) Cc1ccc(S(=O)(=O)N(C)c2ccccc2)cc1
    -2.2, -6, 13
39) Clc1ccc(CSc2nnc(-c3ccccn3)n2Cc2ccco2)c(Cl)c1
    -0.8, -41, 18
40) Cc1cc(N2CCCC2)ccc1NC(=O)CN1C(=O)NC(C)(c2ccccc2)C1=O (configuration not stated)
    0.1, -15, 16
41) c1ccc2c3c(c(CN4CCCC4)cc2c1)COC3
    0.6, -13, 10
42) O=C(c1cccs1)N1CCN(c2nc3ccc([N+](=O)[O-])cc3s2)CC1
    ., 1, 8
43) CCc1ccc(CN(C)CC(=O)Nc2sccc2C#N)cc1
    -1.3, -21, 15
44) O=C(Nc1ccc(Cl)c(Cl)c1)Nc1ccccc1C(=O)O
    -1.5, -1, 9
45) COc1ccc(C(=O)Nc2ncc3c(n2)CC(c2ccco2)CC3=O)cc1 (configuration not stated)
    1.0, 1, 17
46) NC(=O)c1ccccc1NC(=O)/C=C/c1ccccc1
    3.4, -5, 15
47) COC(=O)c1ccc(CSc2nnc(Nc3ccccc3OC)s2)o1
    1.7, -14, 46
48) Cc1ccc(-n2ncc3c(=O)n(CC(N)=O)cnc32)cc1C
    -1.1, -6, 6
49) CCOC(=O)N1CCN(CC(O)COc2ccccc2C(C)CC)CC1 (configuration not stated)
    0.2, -19, 6
50) Nc1nnc(SCC(=O)Nc2ccc(N3CCOCC3)cc2)s1
    -1.7, -1, 15
51) CC(OC(=O)c1cc(S(=O)(=O)N2CCOCC2)ccc1F)C(=O)NC1CCCC1 (configuration not stated)
    0.4, -11, 2
52) Cc1ccsc1C(=O)OCC(=O)Nc1ccc(Cl)cn1
    1.8, -4, 14
53) COc1ccc(N(C)C(=S)Nc2ccc3nc(C)c(C)nc3c2)cc1
    1.0, -9, 31
54) S=c1[nH]nc(-c2cccs2)n1/N=C/c1cn(-c2ccccc2)nc1-c1ccc(Cl)cc1
    -2.1, -13, -3
55) CN(C)S(=O)(=O)c1ccc(C(=O)NC(=O)CSc2ccccc2)cc1
    0.8, -9, 16
56) CC(C)(C)c1ccc(CS(=O)CC(O)CO)cc1 (configuration not stated)
    -3.8, -1, 13

Individual results from above:
Under OX1R antag-2, Nc1nnc(SCC(=O)Nc2ccc(N3CCOCC3)cc2)s1 has 15
Under OX1R antag-2, CC(OC(=O)c1cc(S(=O)(=O)N2CCOCC2)ccc1F)C(=O)NC1CCCC1 (configuration not stated) has 2
Under STK33 inh, c1ccc2c3c(c(CN4CCCC4)cc2c1)COC3 has 0.6
